Assay outcomes: PubChem BioAssay, several laboratories
TRPC4 potent = TRPC4 (mouse) allosteric potentiation. Q9QUQ5. HEK293 TRPC4beta/mu-opioid, DAMGO EC20, Fluo-4 Ca2+ flux; hits give high values. B-score at 10 µM. 310,000 compounds, 0.42% hits. AID 2227;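 active means B-score of calcium response area above 5 SD of library B-scores, with initial fluorescence ratio within 5 SD of library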;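 further: B-score of integrated fluorescence ratio over time as area under calcium response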
MrgX1 antag = antagonists of human MrgX1 receptor; MRGX1-HEK293 calcium flux, Fluo-4, BAM8-22 antagonism; hits give low values; B-score at 10 µM; 310,000 compounds, 1.3% hits; AID 588676;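 active means calcium-response B-score plate-corrected more than 3 library SD below zero, starting fluorescence within 5 deviations, no agonist response on first addition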;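 further: peak minus trough fluorescence over baseline after final BAM8-22 challenge near maximal dose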
TRPC6 inhibitor = blocks the mouse TRPC6 cation channel; B-score at 10 µM; 310,000 compounds, 1.1% hits; AID 2553; Q61143; HEK293-TRPC6, membrane potential dye, ACh-evoked depolarization; hits give low values;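 active means B-score under library mean minus 3 SD, initial fluorescence not abnormally high, positive integrated signal ratio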;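 further: B-score derived from integrated fluorescence ratio over the kinetic read; more negative B-score means stronger inhibition of depolarization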
Target sequence (Q61143 whole entry, looked up): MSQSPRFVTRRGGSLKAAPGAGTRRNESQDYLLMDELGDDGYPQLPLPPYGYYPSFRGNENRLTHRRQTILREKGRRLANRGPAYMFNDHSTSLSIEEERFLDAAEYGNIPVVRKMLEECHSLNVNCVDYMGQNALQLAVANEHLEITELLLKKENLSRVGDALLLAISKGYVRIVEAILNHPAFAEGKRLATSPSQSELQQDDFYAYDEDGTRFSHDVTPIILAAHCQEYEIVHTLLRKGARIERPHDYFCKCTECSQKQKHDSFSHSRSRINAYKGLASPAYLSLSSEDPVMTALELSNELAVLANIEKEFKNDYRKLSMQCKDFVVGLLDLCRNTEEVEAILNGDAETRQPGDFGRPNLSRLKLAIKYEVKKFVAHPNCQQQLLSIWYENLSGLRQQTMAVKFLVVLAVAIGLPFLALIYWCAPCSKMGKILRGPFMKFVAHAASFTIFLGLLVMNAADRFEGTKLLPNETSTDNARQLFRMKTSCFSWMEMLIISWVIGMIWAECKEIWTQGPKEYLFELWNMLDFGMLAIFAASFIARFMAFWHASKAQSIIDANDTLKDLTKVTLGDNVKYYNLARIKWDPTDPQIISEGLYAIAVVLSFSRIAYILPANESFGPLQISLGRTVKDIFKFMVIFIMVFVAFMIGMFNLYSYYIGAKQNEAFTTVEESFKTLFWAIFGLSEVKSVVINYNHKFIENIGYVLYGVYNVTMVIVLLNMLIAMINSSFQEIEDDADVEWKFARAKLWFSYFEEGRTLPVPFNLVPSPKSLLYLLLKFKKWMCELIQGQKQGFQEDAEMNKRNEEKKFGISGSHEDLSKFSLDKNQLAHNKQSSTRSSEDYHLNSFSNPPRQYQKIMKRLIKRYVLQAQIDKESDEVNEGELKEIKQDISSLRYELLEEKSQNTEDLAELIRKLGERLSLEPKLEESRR
TRPC4 inh = inhibitors of mouse TRPC4 channel; Q9QUQ5; HEK293 TRPC4beta/mu-opioid, DAMGO-evoked Fluo4 calcium flux; hits give low values; B-score at 10 µM; 300,000 compounds, 0.39% hits; AID 2247;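 active means B-score over 3 SD under the library average, no early fluorescence shift, positive overall ratio signal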
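Assay system: HEK293 cells with stable TRPC4beta plus mu-opioid receptor expression; Probe or stimulus: DAMGO in two steps, submaximal then maximal; Dosing: single-point compound dosing; Measured by: Fluo4 calcium-dye fluorescence, kinetic read; Read-out basis: B score from integrated Fluo4 fluorescence ratio.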
HIF act = HIF pathway transcriptional activation. activation, % at 7.5 µM (by protocol). 300,000 compounds, 0.32% hits. U2OS HRE-luciferase reporter, luminescence; normalized: DMSO 0%, desferrioxamine 100%;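 active means mean activation of at least 10% of the iron chelator positive control signal, with at least half of replicates also reaching 10%; inconclusive means mean and replicate majority disagree about reaching 10%; inactive means mean and most replicates under 10%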
KLF5 inh = kruppel-like factor 5 inhibition. inhibition, % at 5 µM. DLD-1 KLF5 promoter-luciferase reporter, luminescence. 290,000 compounds, 0.23% hits. AID 1700;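 active means inhibition above a per-plate limit of that plate's mean compound inhibition plus 3 SD, cut at about 60% in these data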;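 further: 0% = DMSO wells and 100% = LY294002 at 200 µM; higher means less KLF5 promoter-driven luciferase light; inactives centre near -14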
aSyn 5UTR inh = MLPCN primary screen, SNCA 5' untranslated region | inhibition, % (tested at 7.5 µM) | AID 1813 | 300,000 compounds, 0.82% hits | alpha-synuclein 5'UTR reporter, inhibitor activity; in the data active means inhibition above about 60%; inconclusive means no clear call, values can overlap the other calls;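 further: H4 neuroglioblastoma cells stably carrying SNCA 5'UTR luciferase fusion; 0% = DMSO wells and 100% = positive control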
TRPC6 activator = activators of mouse TRPC6 channel | HEK293-TRPC6 membrane potential dye fluorescence; hits give high values | B-score at 10 µM | AID 2550 | 310,000 compounds, 0.13% hits | Q61143;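 active means B-score of the integrated fluorescence ratio above library mean plus 3 SD, and starting fluorescence ratio within library mean plus 5 SD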;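 further: higher score means more depolarization so channel activation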
SKKanGAS inh = inhibitors of SKKanGAS S. pyogenes growth in kanamycin (SK-promoter or general growth effect). BacTiter-Glo, 6 h. inhibition, % at 7.5 µM. 300,000 compounds, 1.3% hits;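 active means mean replicate score, as percent of positive control median, at least 50; inconclusive means mean below 50 but one replicate at or above 50; inactive means mean and every replicate below 50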;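 further: strain carries kanamycin resistance gene driven by streptokinase promoter and grows in 40 µg/ml kanamycin; loss of luminescence reflects streptokinase promoter inhibition or plain growth inhibition; 0% = median of DMSO wells and 100% = positive control at its reference dose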
TRPC4 act = opens the mouse TRPC4 cation channel; Q9QUQ5; HEK293 TRPC4beta/mu-opioid, Fluo4 calcium fluorescence; hits give high values; B-score at 10 µM; 310,000 compounds, 0.49% hits; AID 2237;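 active means B-score above 5 SD of library B-scores, and initial fluorescence ratio not above library mean plus 5 SD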;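 further: positive B-score marks a calcium rise read as TRPC4 activation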
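Assay system: HEK293 cells stably co-expressing mouse TRPC4beta and mu-opioid receptor / Timing: Fluo4 dye loading 45 min at room temperature, 110 s recording / Signal: Fluo4 calcium-sensitive dye fluorescence, kinetic, 1 Hz baseline / Read-out: integrated baseline-normalised fluorescence ratio, converted to per-well B score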
IEC-6 tox = kills IEC-6 intestinal cells in KLF5 counter-screen; IEC-6 cytotoxicity, luminescence viability; AID 1825; inhibition, % at 5 µM; 290,000 compounds, 0.78% hits; in the data active means inhibition above about 22%;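 further: 0% = plate median of test compound wells and 100% = cytotoxic reference compound wells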
The depositor's hits bear a star; i = inactive; ? = inconclusive; nt = not tested or not shown. Outcome played no part in choosing rows; any-hit rate near 5.8%.

SMILES	TRPC4 potent	MrgX1 antag	TRPC6 inhibitor	TRPC4 inh	HIF act	KLF5 inh	aSyn 5UTR inh	TRPC6 activator	SKKanGAS inh	TRPC4 act	IEC-6 tox
O=C(Nc1ncc2c(n1)CC(c1ccco1)CC2=O)c1ccc(Cl)cc1 (stereo unspecified)	i	i	i	i	-0.3	-7	5	i	3	i	2
Cc1cccc(NS(=O)(=O)c2cc(NC(=O)CC(=O)c3ccc([N+](=O)[O-])cc3)ccc2C)c1	i	nt	i	i	0.1	-27	-1	i	2	i	3
CCN(CC)CCCNC(=O)c1cn(CC(C)C)c(=O)c2c1c1ccccc1n2C	i	i	i	i	-0.5	-16	-17	i	0	i	2
COc1ccc(CN2CCCC(C(=O)c3ccc(Cl)cc3)C2)cc1Cn1cccn1 (stereo unspecified)	i	i	i	i	-1.9	-11	31	i	0	i	-7
CC(=O)N1CCc2[nH]c3ccc(C)cc3c2C1	i	i	i	i	-0.1	-26	2	i	-3	i	0
COc1ccc(C(=O)N/N=C/c2c(CO)cnc(C)c2O)cc1	i	i	i	i	0.4	1	8	i	-17	i	2
COc1ccc(OCC(=O)Nc2c(Cl)ccc3nsnc23)cc1	i	i	i	i	-0.1	-19	6	i	-2	i	-2
CCOc1ccc(NC(=O)CN(C)C(=O)c2ccc(OCc3ccccc3)c(OC)c2)cc1OCC	i	i	i	i	-45	nt	3	i	11	i	nt
COc1ccc(/C=C(/NC(=O)c2ccco2)C(=O)N2CCOCC2)cc1	i	i	i	i	-0.2	-29	14	i	-1	i	-2
O=[N+]([O-])c1ccc(S(=O)(=O)N/N=C/c2ccsc2)cc1	i	i	i	i	0.3	-19	17	i	2	i	2
COc1ccc(O)c(/C=N/N2CCOCC2)c1	i	i	i	i	-0.1	-16	-49	i	-1	i	0
COc1ccc(CCNS(=O)(=O)c2cn(C)c(=O)n(C)c2=O)cc1	i	i	i	i	-0.4	-28	2	i	-2	i	1
Cc1ccc(CN2CCN(c3ncccn3)CC2)o1	i	i	i	i	-0.1	-30	7	i	9	i	-1
O=C(NCCN1CCOCC1)C(=O)NCC1OCCN1S(=O)(=O)c1ccc(F)cc1 (stereo unspecified)	i	i	i	i	-0.7	-19	-1	i	?	i	-2
O=C(Nc1ccccc1)N1CCN(c2ccccn2)CC1	i	i	i	i	0.1	-50	7	i	-3	i	3
O=c1[nH]c(C2CCN(S(=O)(=O)c3ccc4c(c3)OCCO4)CC2)nc2c1nnn2Cc1ccccc1	i	nt	i	i	-0.4	-9	13	i	9	i	1
Cc1cccc(NC(=O)c2ccc(NCCO)c([N+](=O)[O-])c2)n1	i	i	i	i	2.1	-20	-95	i	-4	i	6
O=C(O)C1(c2ccccc2)CCN(S(=O)(=O)c2cccs2)CC1	i	i	i	i	-0.7	6	-9	i	3	i	-6
COc1ccc(-c2nc(SCc3ccccc3)n(C(=O)c3ccco3)n2)cc1	i	i	i	i	0.7	-20	-81	i	5	i	-4
Cc1ccc2cc(C)c(SCC(=O)Nc3cc(C)on3)nc2c1	i	i	i	i	0.0	12	-5	i	-10	i	5
Cc1cc(C)nc(NC(=O)NS(=O)(=O)N2CCCCCC2)n1	i	i	i	i	0.0	-26	10	i	2	i	1
c1ccc(C2(Cn3ccc4ccccc43)OCCO2)cc1	i	i	i	i	0.5	-6	-2	i	12	i	8
CC12CCC(C(=O)N/N=C/c3ccc(O)cc3O)(OC1=O)C2(C)C (stereo unspecified)	i	i	i	i	2.7	16	16	i	0	i	10
O=C(O)Cn1c(=O)c2c(c3ccccc31)CCC2	i	i	i	i	0.2	-5	-3	i	1	i	-3
O=C(NCC(=O)N1CCN(c2ccccc2F)CC1)c1cccs1	i	i	i	i	0.9	-18	-44	i	-4	i	-13

More entries follow.
SMILES	TRPC4 potent	MrgX1 antag	TRPC6 inhibitor	TRPC4 inh	HIF act	KLF5 inh	aSyn 5UTR inh	TRPC6 activator	SKKanGAS inh	TRPC4 act	IEC-6 tox
COc1ccc(C(=O)CCN2CCC(C)CC2)cc1	i	i	i	i	-0.6	-32	-2	i	-5	i	-6
COc1ccc2nc(N3CCCC(C(=O)NCCc4ccc(OC)c(OC)c4)C3)sc2c1 (stereo unspecified)	i	i	i	i	0.9	-105	-87	i	10	i	3
COC(=O)[C@@H](C)NC(=O)c1ccc2oc(CCc3ccccc3)nc2c1	i	i	i	i	2.2	-77	-169	i	-1	i	-2
CCS(=O)(=O)c1ccc(O)c(NC(=O)COc2ccc(C)cc2)c1	i	i	i	i	-0.7	6	-13	i	-1	i	-3
O=S(=O)(NCCCc1ccccc1)c1ccc(Br)cc1	i	i	i	i	-0.4	nt	14	i	0	i	nt
COc1ccc(C2Nc3ccccc3C(=O)N2NS(=O)(=O)c2ccccc2)c(OC)c1 (stereo unspecified)	i	i	i	i	0.4	-2	12	i	-6	i	-4
CCNC(=O)NC(=O)C(C)OC(=O)c1oc2ccc(OCC)cc2c1C (stereo unspecified)	i	i	i	i	-0.4	-8	-6	i	1	i	-1
CCOc1ccc(N(CC(=O)NC(C(C)C)C(C)C)S(=O)(=O)c2ccc(OC)c(OC)c2)cc1	i	i	i	i	0.4	-32	12	i	-6	i	4
CCOP(=O)(OCC)c1nc(-c2ccccc2)oc1NCc1ccccc1	i	i	i	i	-0.4	-25	36	i	-4	i	0
COC(=O)c1cc(C)nc(Sc2ccccc2NC(C)=O)n1	i	i	i	i	0.0	14	0	i	0	i	-1
CCOc1ccc(NC(=O)CN(C)C(=O)CSCc2ccc(C)cc2)cc1OCC	i	i	i	i	0.1	nt	9	i	-2	i	nt
COc1ccc(-c2nnc(-c3ccc(N)cc3)o2)cc1	i	i	i	i	3.3	-128	-113	i	-1	i	0
COC(=O)c1ccccc1NC(=O)N1CCCC1	i	i	i	i	-0.2	-21	-4	i	nt	i	3
O=C(N/N=C/c1cccc(OC(=O)c2ccco2)c1)c1ccc(F)cc1	i	i	i	i	3.7	22	-104	i	-3	i	6
Cc1cccc(N/C(N)=N/c2nc(CSc3ccc(Cl)cc3)cc(=O)[nH]2)c1	i	i	i	i	-0.6	-1	-43	i	6	i	0
Cc1nc(Nc2ccc(Cl)cc2)c(C#N)c(=O)[nH]1	i	i	i	i	0.0	2	42	i	1	i	0
CN(CCO)c1ccc(-c2nn(C)c(=O)c3ccccc23)cc1[N+](=O)[O-]	i	i	i	i	0.3	-2	11	i	9	i	3
CCOC(=O)c1cnn(CCOC(=O)C2CC2)c1NC(=O)C1CC1	i	i	i	i	-0.1	-3	-14	i	-4	i	2
CCN(CC)CCN(C(=O)c1ccc(N2C(=O)CCC2=O)cc1)c1nc2cc3c(cc2s1)OCCO3	i	i	i	i	1.0	-38	-13	i	-19	i	2
O=C(N/N=C/c1cc([N+](=O)[O-])ccc1Cl)c1cc(-c2ccccc2)nc2ccccc12	i	i	i	i	0.4	-21	-1	i	-5	i	-6
O=C(CSc1nncn1-c1cccnc1)Nc1ccccc1C(F)(F)F	i	i	i	i	0.0	-9	1	i	1	i	-3
S=c1[nH]nc(C2CCCCC2)n1/N=C/c1c(Cl)cccc1Cl	i	i	i	i	3.5	-15	31	i	52*	i	2
O=C(O)c1cc(-c2ccc(/C=N/Nc3ccc([N+](=O)[O-])cn3)o2)ccc1Cl	i	nt	i	i	-0.1	-26	-20	i	2	i	2
O=C(Cc1ccc(S(=O)(=O)N2CCOCC2)s1)Nc1ccccc1Br	i	i	i	i	-0.2	-19	8	i	1	i	7
Cc1cc(=O)oc2cc(OCC(O)CN3CCc4ccccc4C3)ccc12 (stereo unspecified)	i	i	i	i	0.5	-4	-2	i	2	i	3
Cn1cccc1/C=C1\SC(=S)N(NC(=O)c2ccc(F)cc2)C1=O	i	i	i	i	nt	-22	nt	i	13	i	-4
O=C(NCc1ccc2c(c1)OCO2)c1ccc(CS(=O)(=O)c2cccc(C(F)(F)F)c2)o1	i	i	i	i	-0.2	9	-6	i	8	i	-1

Ordered by molar mass (high to low): some entries from above
SMILES	TRPC4 potent	MrgX1 antag	TRPC6 inhibitor	TRPC4 inh	HIF act	KLF5 inh	aSyn 5UTR inh	TRPC6 activator	SKKanGAS inh	TRPC4 act	IEC-6 tox
CCN(CC)CCN(C(=O)c1ccc(N2C(=O)CCC2=O)cc1)c1nc2cc3c(cc2s1)OCCO3	i	i	i	i	1.0	-38	-13	i	-19	i	2
O=C(NCc1ccc2c(c1)OCO2)c1ccc(CS(=O)(=O)c2cccc(C(F)(F)F)c2)o1	i	i	i	i	-0.2	9	-6	i	8	i	-1
COc1ccc(C2Nc3ccccc3C(=O)N2NS(=O)(=O)c2ccccc2)c(OC)c1 (stereo unspecified)	i	i	i	i	0.4	-2	12	i	-6	i	-4
Cc1cccc(N/C(N)=N/c2nc(CSc3ccc(Cl)cc3)cc(=O)[nH]2)c1	i	i	i	i	-0.6	-1	-43	i	6	i	0
Cn1cccc1/C=C1\SC(=S)N(NC(=O)c2ccc(F)cc2)C1=O	i	i	i	i	nt	-22	nt	i	13	i	-4
CN(CCO)c1ccc(-c2nn(C)c(=O)c3ccccc23)cc1[N+](=O)[O-]	i	i	i	i	0.3	-2	11	i	9	i	3
O=C(N/N=C/c1cccc(OC(=O)c2ccco2)c1)c1ccc(F)cc1	i	i	i	i	3.7	22	-104	i	-3	i	6
CCS(=O)(=O)c1ccc(O)c(NC(=O)COc2ccc(C)cc2)c1	i	i	i	i	-0.7	6	-13	i	-1	i	-3
COc1ccc(-c2nnc(-c3ccc(N)cc3)o2)cc1	i	i	i	i	3.3	-128	-113	i	-1	i	0
COc1ccc(C(=O)CCN2CCC(C)CC2)cc1	i	i	i	i	-0.6	-32	-2	i	-5	i	-6
